Source: PubChem
JMJD2A Tudor inh: inhibitors of human JMJD2A Tudor domain; AlphaScreen JMJD2A-Tudor / H3K4me3 peptide binding; actives 4.4% (n = 390,000); Potency, µM (series often up to 114 µM), for inactives: at the highest dose activity change, negative = inhibition, most hits filed as inhibitors; O75164; AID 504339; note: % is set by controls: 0 for no effect and ±100 for the full control effect; nearly all actives have a fitted effect of over 50% in size
G9a inh: blocks human histone lysine methyltransferase G9a. actives 8.8% (n = 350,000). Q96KQ7. G9a H3K9 monomethylation, AlphaScreen, 2 h. Potency, µM (titrated, usually from 102 µM), inactives show at the top dose activity, negative = inhibition, usual class: inhibitors; note: % is set by controls: 0 for no effect and ±100 for the full control effect; nearly all actives have a fitted effect of over 75% in size
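Enzyme 20 nM + cpd, 15 min RT; add b-H3K9 pep 500 nM / SAM 20 uM; 2 h RT; anti-H3K9me1 Ab 0.5 ug/mL + SA donor / anti-rabbit acceptor beads 20 ug/mL each, 10 min; AlphaScreen read.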
BLM helicase inh: inhibitors of human Bloom syndrome helicase BLM; actives 0.2% (n = 350,000); recombinant BLM DNA unwinding, fluorescence dequenching; Potency, µM (highest dose often 56.1 µM), for inactives: at the top dose activity change, negative = inhibition, hits mostly inhibitors; P54132;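 note: plate controls were vehicle for no effect and no enzyme for full effect; nearly all actives have a fitted effect of over 35% in size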
Pol iota inh: DNA polymerase iota (human) inhibition | Pol iota fluorescent replication assay, 10 min | Potency, µM (titrated, usually from 115 µM), for inactives: at the top dose activity, negative = inhibition, hits mostly inhibitors | actives 1% (n = 390,000) | AID 588590
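Fluorescent replication assay read twice, at 0 min and 10 min after adding 50 nM (final) substrate. Enzyme (10 nM) and compounds were first incubated 15 min at room temperature; enzyme-free buffer wells were negative controls.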
GLS inhibitor: blocks human kidney-isoform glutaminase activity | AID 624170 | Potency, µM (top dose mostly 45.5 µM), for the others: at the top dose activity change, negative = inhibition, usual class: inhibitors | actives 0.21% (n = 410,000) | GLS enzymatic activity, qHTS titration | O94925; note: % is set by controls: 0 for no effect and ±100 for the full control effect
Target sequence (O94925 whole entry, looked up, canonical isoform): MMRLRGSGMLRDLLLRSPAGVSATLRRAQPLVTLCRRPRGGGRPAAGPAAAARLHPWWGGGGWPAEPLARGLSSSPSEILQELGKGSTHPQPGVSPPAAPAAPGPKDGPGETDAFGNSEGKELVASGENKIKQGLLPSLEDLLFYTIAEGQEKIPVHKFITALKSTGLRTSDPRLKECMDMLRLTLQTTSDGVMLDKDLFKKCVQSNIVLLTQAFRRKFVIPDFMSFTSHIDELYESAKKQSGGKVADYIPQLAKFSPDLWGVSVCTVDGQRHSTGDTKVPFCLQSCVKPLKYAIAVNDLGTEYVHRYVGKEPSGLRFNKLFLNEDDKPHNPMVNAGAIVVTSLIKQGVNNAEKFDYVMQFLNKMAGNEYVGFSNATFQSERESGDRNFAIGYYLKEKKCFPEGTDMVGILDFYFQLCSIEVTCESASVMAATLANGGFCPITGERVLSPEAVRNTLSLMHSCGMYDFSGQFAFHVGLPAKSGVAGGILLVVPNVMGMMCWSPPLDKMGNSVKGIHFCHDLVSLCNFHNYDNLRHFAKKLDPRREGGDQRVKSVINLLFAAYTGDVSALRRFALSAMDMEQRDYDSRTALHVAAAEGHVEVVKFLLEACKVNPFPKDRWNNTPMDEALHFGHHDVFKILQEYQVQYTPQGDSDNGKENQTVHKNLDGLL
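hKGA; 45 mM KH2PO4 pH 8.2 + 0.02% Tween-20; cpd via pin tool; 1 mM Gln soln; GluOx/HRP/Amplex Red; RT 30 min; fluor. t0 & final.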
Pin1 inh: human Pin1 inhibition; Q13526; Pin1 FP peptide displacement, HiFluor488, 10 min; Potency, µM (titrated, usually from 115 µM), for inactives: at the top dose activity, negative = inhibition, actives largely listed as inhibitors; actives 0.009% (n = 390,000); AID 504891; active = well fitted inhibition curve with a large enough effect in the polarisation, with a control signal flat, not every such curve was filed as active; inconclusive = small, poorly fitted or top-dose-only effect, or effect the other way, or a change in a side signal; inactive = no such curve, though single readings can be large or run the other way; the % refers to the polarisation; note: % is set by controls: 0 for no effect and ±100 for the full control effect
BAZ2B inh: blocks human BAZ2B. actives 4.4% (n = 360,000). Q9UIF8. AID 504333. Potency, µM (top dose mostly 114 µM), inactives show top-dose activity change, negative = inhibition, usual class: inhibitors. AlphaScreen BAZ2B-H3K14Ac peptide displacement; note: % is set by controls: 0 for no effect and ±100 for the full control effect; nearly all actives have a fitted effect of over 60% in size
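Compounds, titrated to a top concentration of 110 uM, were incubated 30 min at room temperature with preformed BAZ2B/acetyl-K14 H3 peptide complex (50 nM each). Proximity signal was measured by AlphaScreen after 20 min with beads.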
HP1b chromo inh: inhibitors of HP1-beta chromodomain binding to methylated histone tails | Potency, µM (series often up to 114 µM), inactives show at the top dose activity change, negative = inhibition, usual class: inhibitors | AlphaScreen HP1-beta / biotin-H3K9me3 peptide binding | P83916 | actives 0.56% (n = 390,000); note: nearly all actives have a fitted effect of over 70% in size; inactives centre near 23
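HP1-beta protein (50 nM final) preincubated 30 min at room temperature with biotinylated H3(1-18)K9me3 peptide (50 nM) in PBS pH 7.4, 0.01% Tween-20, then compound added for 30 min. AlphaScreen streptavidin donor/nickel chelate acceptor beads (10 ug/mL final), 30 min dark, luminescence read.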
Tb PGK inh: T. brucei PGK inhibition | P07378 | PGK/GAPDH coupled, Kinase-Glo luminescence, 60 min | Potency, µM (doses to about 57.5 µM), inactives show top-dose activity change, negative = inhibition, hits mostly inhibitors | actives 0.043% (n = 380,000); note: % is set by controls: 0 for no effect and ±100 for the full control effect; nearly all actives have a fitted effect of over 60% in size
Target sequence (P07378 whole entry, looked up): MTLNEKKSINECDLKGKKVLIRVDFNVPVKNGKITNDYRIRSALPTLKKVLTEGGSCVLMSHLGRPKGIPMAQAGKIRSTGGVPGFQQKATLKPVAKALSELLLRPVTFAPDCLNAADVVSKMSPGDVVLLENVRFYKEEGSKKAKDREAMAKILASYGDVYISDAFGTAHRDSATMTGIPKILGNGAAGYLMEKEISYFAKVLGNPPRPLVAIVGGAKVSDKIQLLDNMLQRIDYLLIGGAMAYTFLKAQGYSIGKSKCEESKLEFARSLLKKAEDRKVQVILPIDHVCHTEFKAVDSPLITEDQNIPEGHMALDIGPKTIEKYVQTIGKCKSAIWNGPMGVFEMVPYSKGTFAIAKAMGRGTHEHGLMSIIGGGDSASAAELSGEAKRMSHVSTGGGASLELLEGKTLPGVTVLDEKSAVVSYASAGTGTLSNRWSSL
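Recombinant glycosomal PGK reaction used 1,3-bisphosphoglycerate generated in-well by GAPDH (100nM final) in 100mM TEA pH 7.6, 5mM MgCl2, 0.01% Tween-20. After 60 minutes at room temperature, ATP was read by Kinase-Glo Plus luminescence end-point.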
Starred values were filed as active, the others as inactive; i = inactive; ? = inconclusive; · = not tested or not shown; & = joins results of further samples; [ ] = remark or other dose. Unless noted, calls come from the whole dose curve; as a rule, active = well fitted curve in the direction sought with a large enough effect; inconclusive = small, poorly fitted or top-dose-only effect, or another doubt; inactive = no such curve, though single readings can be large; an effect the other way counts as inactive or inconclusive. Potency is the fitted concentration of half-maximal effect. Only part of the results is shown; the hit share may differ from the screen's.

SMILES	JMJD2A Tudor inh	G9a inh	BLM helicase inh	Pol iota inh	GLS inhibitor	Pin1 inh	BAZ2B inh	HP1b chromo inh	Tb PGK inh
O=C1c2ccccc2C(=O)N1CCc1ccccn1	-6%	6%[59 µM]	-1%	6%	-8%	5%	2%	12%	i
Cc1ccc2c(c1)cc1c(=O)n(CC(=O)NC3CCCCC3)nc(C)n12	3%	7%[59 µM]	-3%	43%[activator]	-7%	-1%	4%	37%	-7%
CC(C)Cc1nc(N2CCOCC2)c(C#N)c2c1CCC2	61%[activator]	13%	-8%	11%	12%	-15%	23%	127%	4%
CCOC(=O)c1c(C)noc1-c1ccco1	-3%	4%	-6%	-10%[58.9 µM]	1%	4%	-1%	8%	-9%
CCn1c(CC(=O)Nc2ccccc2)nnc1SCC(=O)NC1CCCC1	-18%	10%	0%	17%	-5%	2%	-12%	11%	0%
CS(=O)(=O)N1CCC(Oc2ccccc2C(=O)NC(C2CC2)C2CC2)CC1	-15%	·	2%	124%[activator]	4%	-1%	-16%	14%	2%
NS(=O)(=O)c1ccc(NC(=O)COC(=O)Cc2c[nH]c3ccccc23)cc1	-25%	·	·	62%[activator]	-6%	11%	·	-6%	0%
COc1ccc(OC)c(NC(=O)CNC(=O)Cn2ccc3ccccc3c2=O)c1	-13%	4%	2%	28%	-14%	-3%	9%	35%	i
COC(=O)C(OC(=O)c1ccccc1)C(C)Br (stereo not given)	11%	-5%[0.501 µM]	·	14%	1%	2%	7%	73%[activator]	-12%
COc1ccc(/C(N)=N/OC(=O)Cc2ccc(OC)c(OC)c2)cc1	20%	8%	-8%	6%	22%	0%	31%	59%[activator]	-3%
Cn1c(SCC(=O)NCC2CCCO2)nnc1-c1ccco1 (stereo not given)	-7%	-3%[12.7 µM]	·	-2%	13%	-8%	5%	42%[activator]	-3%
CCc1ccc(OCC(=O)OC(C)C(=O)Nc2ccc(Cl)cn2)cc1 (stereo not given)	53%[activator]	12%[12.7 µM]	·	?	3%	?	35%	84%[activator]	-3%
O=C(NCC(=O)N1CCN(C(=O)c2ccccc2)CC1)c1ccc(Cl)cc1Cl	6%	?	·	23%	-9%	0%	17%	35%	i
Cc1nc2ccccc2c(=O)n1/N=C/c1ccco1	-10%	3%	0%	0%	2%	2%	1%	40%[activator]	-2%
COc1ccc(NC(=O)CN(C)CC(=O)Nc2ccccc2SC)cc1	32µM*	8.9µM*	4%	9%	20%	-2%	20µM*	?	-7%
O=C(CSCc1ccc(F)cc1)NC1CCCC1	-6%	20%[12.7 µM]	-1%	4%	-1%	-10%	4%	34%	-10%
Cc1ccc(Cl)cc1N1CCN(S(=O)(=O)c2ccc3c(c2)CC(C)N3C(=O)C2CCC2)CC1 (stereo not given)	-25%	-3%[59 µM]	-6%	14%	-3%	12%	12%	33%	-5%
CC(C)c1cc(C(=O)N2CCCC(Nc3ccc(F)cc3)C2)nc(N)n1 (stereo not given)	-18%	-8%[12.7 µM]	-4%	24%	20%	-2%	-14%	5%	-1%
O=C(Nc1cc(Cl)ncn1)c1ccccc1	-2%	·	·	52%[activator]	-1%	-6%	·	11%	3%
O=C(Nc1ccccc1)C1CCCN(S(=O)(=O)c2ccc(-n3cnnn3)cc2)C1 (stereo not given)	3%	-29%[59 µM]	-5%	12%	·	-2%	3%	35%[activator]	2%
Cc1noc(C)c1S(=O)(=O)N1CCN(c2ccc([N+](=O)[O-])cc2)CC1	-22%	·	1%	2%	2%	9%	-21%	16%[57 µM]	10%
Cc1cccc(CCNC(=O)CN(C)S(=O)(=O)c2ccc3c(c2)c(=O)n(C)c(=O)n3C)c1	-18%	2%	-5%	191%[activator]	-10%	-11%	-1%	21%	i
COc1ccc(-c2coc3c2c(C)cc2oc(=O)c(C)c(C)c23)cc1	-23%	-40%[59 µM]	-3%	6%	-2%	-6%	-19%	-12%	i
COc1ccc(NC(=O)CSc2nc3c(cc2C#N)CN(C)CC3)cc1	-19%	11µM*	0%	64%[activator]	-3%	0%	-9%	-3%	i
Cc1nc(-c2ccccc2)sc1C(=O)CSc1ccc(Cl)cc1	84%[activator]	144%[activator][59 µM]	-4%	-4%	15%	30%	100%[activator]	211%[activator]	i
SMILES	JMJD2A Tudor inh	G9a inh	BLM helicase inh	Pol iota inh	GLS inhibitor	Pin1 inh	BAZ2B inh	HP1b chromo inh	Tb PGK inh
COc1ccc(CC(=O)OCC(=O)c2c(N)n(C)c(=O)n(C)c2=O)cc1OC	-15%	45%[2.33 µM]	·	70%[activator]	0%	2%	48%[activator]	27%	-2%
Cc1ccc(C)c(N(CC(=O)NC2CCCC2)C(=O)CCC(=O)Nc2nccs2)c1	-3%	-10%	-2%	-15%	-8%	0%	?	15%	-8%
COc1cccc(/C=C/c2ccncc2)c1OC	-25%	22%[2.33 µM]	-2%	11%	0%	-13%	-6%	20%	-10%
N#CC1(NC(=O)CN2CCN(S(=O)(=O)c3ccccc3F)CC2)CCCC1	0%	13%	0%	35%[activator]	-1%	0%	1%	20%	7%
CC1CCCCN1c1cc2c(cc1F)c(=O)c(S(=O)(=O)c1ccccc1)cn2Cc1ccccc1 (stereo not given)	-25%	5%[59 µM]	-6%	9%	2%	8%	6%	49%[activator]	i
COC(=O)C1=C(C)NC(C)=C(C(=O)OC)C1/C=C/c1ccccc1	10%	5%	-6%	26%	1%	-9%	13%	59%[activator]	-1%
Cc1onc(-c2ccccc2)c1C(=O)Nc1sc2c(c1C(N)=O)CCC2	-20%[57.1 µM]	11µM*	-13%	?	9%	23%	?	?	-4%
CC1CC(C)CN(S(=O)(=O)c2ccc(C(=O)N3CCCC3)cc2)C1 (stereo not given)	-8%	-10%[12.7 µM]	-7%	7%	0%	0%	5%	14%	-7%
Cc1ccccc1CS(=O)(=O)Cc1ccc(C(=O)NCCc2ccccc2)o1	-29%&-1%	9%&1%[59 µM]	-3%&2%	-14%&12%	-2%&-2%	-5%&-1%	-14%&0%	4%&29%	-9%&-9%
COc1ccc(C2=Nn3c(nnc3-c3ccccc3Cl)SC2)cc1OC1CCCC1	?	·	·	-29%	18%	15%	·	-4%	-2%
O=C1CC2(CCN(C(=O)C(=O)c3c[nH]c4ccccc34)CC2)Oc2ccccc21	-24%	9%	-4%	17%	-8%	-3%	-13%[57.1 µM]	-14%	-7%
C/C(=N\OCc1ccccc1)c1c(O)cc(C(C)C)n(-c2ccccc2)c1=O	-17%	27%	3%	22%	1%	3%	-2%	6%	i
Cc1ccc2c(c1)c1c(c(=O)n(-c3cccc(Cl)c3)c(=O)n1CC(=O)c1ccc(Cl)cc1)n2C	1%	22%[59 µM]	1%	79µM*	-5%	-13%	38%[activator]	61%[activator]	i
Cc1occc1C(=O)NC(C)C1CCCO1 (stereo not given)	-9%	?	1%	-3%	0%	·	4%	27%	-8%
CC1CCCC(C)N1CC(C)(C)NS(=O)(=O)c1ccc(Cl)cc1 (stereo not given)	24%	?	-1%	32%[activator]	·	-9%	50µM*	21%	-7%
O=C1CCCc2nc3c(cc21)C(O)Oc1c-3ccc2ccccc12 (stereo not given)	-4%	6%	-5%	128%[activator]	4%	-1%	-1%	26%	1%
CC1CC(C)CN(CCCNC(=O)CCNC(=O)Cn2cnc3ccccc3c2=O)C1 (stereo not given)	-11%	15%	-1%	26%	6%	-8%	-6%	-9%	-7%
COc1ccc(-c2cc(C(C)=O)c(C)n2CCC(=O)Nc2cc(Cl)ccc2C)cc1	-19%	-4%[59 µM]	2%	-8%	0%	-1%	-5%	37%[activator]	i
CC(=O)N1CCSc2ccc(S(=O)(=O)NCCc3ccc(C)cc3)cc21	-5%	8%[0.501 µM]	-6%	30%	1%	3%	-17%	9%	9%
COc1ccc2[nH]c(C)c(CCNS(=O)(=O)c3cc(F)ccc3OC)c2c1	?	-30%[59 µM]	-5%	13%	12%	3%	?	1%	11%
C/C(=N/NC(=O)c1sc(NS(=O)(=O)c2ccccc2)nc1C)c1ccccc1	-9%	-24%	2%	5%	62%[activator]	0%	-3%	36%	-12%
CCc1ccc(NC(=O)CC2C(=O)NCCN2C(=O)c2ccccc2OC)cc1 (stereo not given)	-3%&3%	-3%[59 µM]	1%&0%	26%&17%	1%&4%	-11%&-2%	-9%&-18%	36%&20%	-2%&7%
Cc1ccc(CN2CCN(CCCn3cccn3)CC2CCO)cc1 (stereo not given)	-8%	·	-1%	5%	-2%	1%	4%	22%	i
COc1ccccc1C1CC(=O)Oc2cc(C)c(Cl)cc21 (stereo not given)	25%	63%[activator]	-16%[75.6 µM]	?	-17%	?	·	78%[activator]	i
Cc1ccc(C=Nc2cccnc2N)cc1	-23%	11%[59 µM]	-13%	23%	1%	?	-26%	17%	-2%
COc1ccc(C(=O)CC(=O)C(=O)Nc2cccc(F)c2)cc1	-26%	-8%	-6%	31%[activator]	2%	-12%	4%	17%	0%
CCCN1CCN(CCCNC(=O)CN2C(=O)C(CC)Oc3ccccc32)CC1 (stereo not given)	-14%	14%	2%	9%	0%	0%	-10%[57.1 µM]	72%[activator]	7%
O=C(O)COCC(=O)Nc1ccc(Oc2ncnc3cc(Cl)ccc23)nc1	-16%	6%[59 µM]	-3%	11%	0%	-3%	-6%	5%	i
CCn1cc2nc(SCC(=O)Nc3ccc(OC)cc3OC)n(Cc3ccc(OC)cc3)c(=O)c2n1	-2%	10%	8%	?	-18%	28%	-13%	22%	i

Structural class: the compounds so far containing an NH in an aromatic ring (three)
SMILES	JMJD2A Tudor inh	G9a inh	BLM helicase inh	Pol iota inh	GLS inhibitor	Pin1 inh	BAZ2B inh	HP1b chromo inh	Tb PGK inh
NS(=O)(=O)c1ccc(NC(=O)COC(=O)Cc2c[nH]c3ccccc23)cc1	-25%	·	·	62%[activator]	-6%	11%	·	-6%	0%
O=C1CC2(CCN(C(=O)C(=O)c3c[nH]c4ccccc34)CC2)Oc2ccccc21	-24%	9%	-4%	17%	-8%	-3%	-13%[57.1 µM]	-14%	-7%
COc1ccc2[nH]c(C)c(CCNS(=O)(=O)c3cc(F)ccc3OC)c2c1	?	-30%[59 µM]	-5%	13%	12%	3%	?	1%	11%
